Bioassay records as filed in PubChem BioAssay.
yeast sgs1 mgt1 = NCI yeast anticancer drug screen, S. cerevisiae sgs1 mgt1 strain; 78,000 tested, 10% active; AID 161; growth inhibition, % at 50 µM;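 also: 0% = growth of vehicle-only cultures of the same strain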
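Percent growth inhibition was derived by comparing compound-exposed mutant yeast with vehicle-exposed cultures. The strain carries alterations in DNA damage repair.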
yeast mlh1 rad18 = NCI yeast anticancer drug screen, S. cerevisiae mlh1 rad18 strain. % growth inhibition at 50 µM. 79,000 tested, 11% active. AID 175;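 also: 0% = growth of vehicle-only cultures of the same strain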
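Read-out is yeast growth inhibition, calculated against vehicle-only controls. The compound was applied to a strain engineered with DNA damage repair alterations.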
yeast mec2-1 = NCI yeast anticancer drug screen, S. cerevisiae mec2-1 strain. growth inhibition, % at 50 µM. 79,000 tested, 9% active;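 also: 0% = growth of vehicle-only cultures of the same strain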
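Cells of the genetically defined mec2-1 yeast strain are incubated with test compound. Inhibition of growth is calculated against vehicle-treated controls.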
bub3 = NCI yeast anticancer drug screen, S. cerevisiae bub3 mutant strain; % growth inhibition at 50 µM; 78,000 tested, 9.9% active;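 also: 0% = growth of vehicle-only cultures of the same strain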
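Whole-cell yeast assay. The mutant strain was incubated with compounds, and growth inhibition was determined by comparison with vehicle-treated cells.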
yeast cln2 rad14 = NCI yeast anticancer drug screen, S. cerevisiae cln2 rad14 strain; % growth inhibition at 50 µM; 78,000 tested, 8.3% active; AID 165;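 also: 0% = growth of vehicle-only cultures of the same strain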
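The screen exposed genetically defined yeast (cln2 rad14) to test compounds and scored growth inhibition relative to vehicle-treated controls.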
yeast rad50 = NCI yeast anticancer drug screen, S. cerevisiae rad50 strain | growth inhibition, % at 50 µM | 79,000 tested, 10% active;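 also: 0% = growth of vehicle-only cultures of the same strain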
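Inhibition values express reduced yeast growth in compound-treated cultures relative to vehicle-treated controls.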
* marks the source's active call; other numbers are inactive results; · = no result given; & = joins results of further samples; ! = not confirmed by another sample. Rule as the data show it: active = growth inhibition above about 70%; inactive = the rest.

Start of the listing, in advance:
item	smiles	yeast mlh1 rad18	yeast cln2 rad14	yeast rad50	yeast sgs1 mgt1	yeast mec2-1	bub3
1	CCCCS(=O)(=O)Nc1ccc(Nc2c3ccccc3nc3ccccc23)c(OC)c1	84*	77*	45	84*	48	77*
2	CC(=O)O[C@@H]1[C@H]2O[C@H]2[C@H]2O[C@@]2(COC(=O)c2ccccc2)[C@H]1OC(C)=O	-38	-6	13	24	-25	1
3	CC1=CC(C)(C)Nc2ccccc21	8	-4	0	-9	-6	7

The list itself, from the start:
item	smiles	yeast mlh1 rad18	yeast cln2 rad14	yeast rad50	yeast sgs1 mgt1	yeast mec2-1	bub3
1	CCCCS(=O)(=O)Nc1ccc(Nc2c3ccccc3nc3ccccc23)c(OC)c1	84*	77*	45	84*	48	77*
2	CC(=O)O[C@@H]1[C@H]2O[C@H]2[C@H]2O[C@@]2(COC(=O)c2ccccc2)[C@H]1OC(C)=O	-38	-6	13	24	-25	1
3	CC1=CC(C)(C)Nc2ccccc21	8	-4	0	-9	-6	7
4	O=C1c2ccccc2CC(Br)c2ccccc21 (centres undefined)	98*	2	97*	82*	27	42
5	CC1(C)CC(=O)C=C(N)C1	5	14	7	1	-16	-5
6	COc1ccc(/C=N/N2C(=O)c3ccccc3C2=O)cc1OC	6	·	21	·	1	·
7	COC(=O)C(Br)C(Br)c1cc(OC)c(OC)c(OC)c1 (centres undefined)	14	40	48	2	10	10
8	COc1cccc(C2=NC(C(C)C)CO2)c1 (centres undefined)	37	34	63	44	18	53
9	CCCC/C=C1\CCC(CN2CCOCC2)C1=O (centres undefined)	91*	91*	91*	91*	93*	91*
10	COc1ccc(C2S/C(=C\c3cccc(OC)c3)C(=O)N2NC(=O)Cc2ccccc2)cc1 (centres undefined)	-11	-37	-13	-3	-27	-19
11	OCC(O)COc1ccc(F)cc1 (centres undefined)	-12	5	20	0	-16	-6
12	CC(O)c1cc2c(s1)C(=O)c1sccc1C2=O (centres undefined)	91*	91*	91*	92*	94*	92*

Further structures:
item	smiles	yeast mlh1 rad18	yeast cln2 rad14	yeast rad50	yeast sgs1 mgt1	yeast mec2-1	bub3
13	O=C(O)c1ccc(Cl)cc1[N+](=O)[O-]	25	20	23	22	-8	0
14	O=C1c2ccccc2C(=O)N1c1cccc([N+](=O)[O-])c1	7	-45	0	16	16	26
15	COC1(OC)C2(Cl)C3=CCCC=C3C1(Cl)C(Cl)=C2Cl	-7	30	28	12	9	16
16	Cc1c(/C=N/NC(=O)c2ccc(Cl)cc2)c(=O)n(-c2ccccc2)n1C	-65	-32	-43	-53	-21	-52
17	CCc1ccc(Cc2ccccc2)cc1	-9	3	9	-7	-10	-10
18	O=C(O)CCC(c1ccccc1)(c1ccccc1)c1ccccc1	99*	99*	100*	99*	100*	100*
19	CCOP(=O)(OCC)/C(=C\n1ccc(=O)[nH]c1=S)C(=O)OC	-54	-9	-55	-27	-54	-28
20	CCc1ccc(NC(=O)/C=C\C(=O)O)cc1	29	34	19	25	12	36
21	CC1=NOC(=O)/C1=C/c1ccc2c(c1)OCO2	49	20	82*	65	79*	70*
22	Cc1ccccc1OCC(O)CN1CCCCC1 (centres undefined)	48	38	53	55	21	48
23	CC1OC(OC2C(OC(=O)[C@]34CCC(C)(C)C[C@H]3C3=CC[C@@H]5[C@@]6(C)CC[C@H](OC7OC(CO)C(O)C(O)C7OC7OC(CO)C(O)C(O)C7O)C(C)(C)[C@@H]6CC[C@@]5(C)[C@]3(C)CC4)OCC(O)C2O)C(O)C(O)C1OC1OCC(O)C(O)C1O (some centres undefined)	-23	-34	-25	-45	-41	-33
24	N#CC1(c2ccc(Cl)cc2)CCC1	9	20	12	20	6	28

More results follow:
item	smiles	yeast mlh1 rad18	yeast cln2 rad14	yeast rad50	yeast sgs1 mgt1	yeast mec2-1	bub3
25	CN(C(=O)c1ccco1)C(=S)N1CCN(c2ccccn2)CC1	-14	-12	-20	-5	-25	-1
26	O=C(O)C(O)C(O)C(O)C(=O)CO (centres undefined)	14&-19	-40&-33	-13&-2	-10&-5	-1&-27	-43&-17
27	c1ccc2[nH]c(SSSSc3nc4ccccc4[nH]3)nc2c1	-27	13	-26	-14	-8	23
28	CC(CCc1ccccc1)NC(=O)c1ccccc1 (centres undefined)	-17	11	5	-1	-40	11
29	Cc1cc2c(cc1C)NC1=C(N2)OC(c2ccc(Cl)cc2)C1=O (centres undefined)	44	2	20	45	16	21
30	Cc1ccc(NC(=S)NC(Cc2ccccc2)c2ccccc2)cc1 (centres undefined)	85*	78*	79*	-1	79*	90*
31	CC(C)C(OC(=O)c1cc(NC(=S)c2ccccc2)ccc1Cl)C(C)C	-81	16	-14	-6	-9	-29
32	C=C(C)C1CC=C(C)C(=O)C1 (centres undefined)	2	5	1	-2	3	4
33	Cc1cc(=O)[nH]c(N/N=C/c2ccco2)n1	-15	7	-21	-17	-49	-34
34	CCC(C)C(=O)OC1CCC=C2C=CC(C)C(CCC3CC(O)CC(=O)O3)C21 (centres undefined)	-13	-5	-15	-4	-33	4
35	CCOC(=O)C(=CCC1NCCc2c1[nH]c1ccccc21)C(=O)OCC (centres undefined)	92*	92*	91*	94*	92*	92*
36	COC1=C(N)C(=O)c2ccc(-c3ccccn3)nc2C1=O	93*	90*	90*	87*	92*	82*

Three of the compounds above, with one line to a screen:
[34] CCC(C)C(=O)OC1CCC=C2C=CC(C)C(CCC3CC(O)CC(=O)O3)C21 (centres undefined)
[35] CCOC(=O)C(=CCC1NCCc2c1[nH]c1ccccc21)C(=O)OCC (centres undefined)
[36] COC1=C(N)C(=O)c2ccc(-c3ccccn3)nc2C1=O
screen / no.	34	35	36
yeast mlh1 rad18	-13	92*	93*
yeast cln2 rad14	-5	92*	90*
yeast rad50	-15	91*	90*
yeast sgs1 mgt1	-4	94*	87*
yeast mec2-1	-33	92*	92*
bub3	4	92*	82*

Full records as entered above:
Listed for `Cc1cc(=O)[nH]c(N/N=C/c2ccco2)n1` = yeast mlh1 rad18 = -15; yeast cln2 rad14 = 7; yeast rad50 = -21; yeast sgs1 mgt1 = -17; yeast mec2-1 = -49; bub3 = -34
Listed for `CC1=NOC(=O)/C1=C/c1ccc2c(c1)OCO2` = yeast mlh1 rad18 = 49; yeast cln2 rad14 = 20; yeast rad50 = 82*; yeast sgs1 mgt1 = 65; yeast mec2-1 = 79*; bub3 = 70*

Later entries.
item	smiles	yeast mlh1 rad18	yeast cln2 rad14	yeast rad50	yeast sgs1 mgt1	yeast mec2-1	bub3
37	O=S(=O)(O)C(O)c1ccc2ccc3cccc4ccc1c2c34 (centres undefined)	97*	78*	94*	68	95*	97*
38	COC(=O)C(Cc1cn(C(C)=O)c2ccccc12)P(=O)(OC)OC (centres undefined)	-12	13	-13	-5	-40	25
39	S=c1nn[nH]n1C1CCCCC1	10	4	8	-2	-14	1
40	OC1(c2ccccc2)C2CC=CC2C1(c1ccccc1)c1ccccc1 (centres undefined)	0	-3	12	11	-14	11
41	C#CCOC(=O)Nc1cc(Cl)ccc1C	16	-34	-22	-1	-13	-1
42	O=C(/C=C/c1ccccc1)[c-]1[c-][c-][c-][c-]1.[Fe].[c-]1[c-][c-][cH-][c-]1	13	8	11	9	12	14
43	CC1=CC(=C(\C#N)c2ccccc2)/C=CC/1=N/O	32	14	41	38	26	31
44	CCCCCCCCCCCCCCCCC/C=N\NC(=O)CCCC(=O)N/N=C/CCCCCCCCCCCCCCCCC	98*	99*	99*	98*	99*	99*
45	CCN(CC)C(=O)/C=C/c1ccccc1Cl	-6	-28	-12	5	-16	-15
46	CCOC(=O)Nc1cc(Cl)ccc1OC	-8	-82	-5	-5	-8	4
47	NC(=O)N=Nc1ccc(NNC(N)=O)cc1	-19	6	0	-5	-7	-3
48	CCCCCCC(=O)/C=C/c1ccccc1OC	-14	-20	9	-4	-12	2

Next entries:
item	smiles	yeast mlh1 rad18	yeast cln2 rad14	yeast rad50	yeast sgs1 mgt1	yeast mec2-1	bub3
49	CC(=O)N(C)c1ccc(NC(=O)Nc2c(C)cccc2C)cc1	16	5	7	11	10	20
50	C/C(=N\n1cc(-c2ccccc2)nc1N)c1ccccc1	13	14	-3	6	4	21
51	C=Cc1cnc([N+](=O)[O-])n1C	90*	90*	78*	83*	86*	82*
52	O=C(NC(Cc1ccccc1)C(=O)Oc1cc(Cl)c(Cl)cc1Cl)OCc1ccccc1 (centres undefined)	-24	4	-17	-29	-21	-25
53	CC(=O)Cc1c(Cl)cccc1[N+](=O)[O-]	-18	-26	-15	-24	0	-20
54	CN(C)c1ccc2c(NCCCCCCNc3ccnc4cc(N(C)C)ccc34)ccnc2c1	-6	29	84*	53	91*	30
55	O=C(NCc1ccc2ccc3cccnc3c2n1)c1ccc[n+](Cc2ccccc2)c1	2	4	-6	6	-12	10
56	CCOC(=O)c1c[nH]c2c([N+](=O)[O-])cc(OC)cc2c1=O	73*!	-10&-12	61&11	16&36	35&40	61&19
57	O=C(O)c1cnc2ccccc2c1	-5	-18	-16	1	-22	0
58	CCOC(=O)C12CCCC1=CC(=O)CC2 (centres undefined) (tested in a mixture with another compound)	-6	2	31	7	4	-2
59	COC1CCC(O)C(CO)O1 (centres undefined)	100*	100*	99*	100*	100*	100*
60	CCCCC/C(C=C(C#N)C#N)=C/c1ccccc1	51	25	45	38	8	22

Only yeast mlh1 rad18 and yeast mec2-1, for 5 of the compounds above:
cpd	Structure	yeast mlh1 rad18	yeast mec2-1
17	CCc1ccc(Cc2ccccc2)cc1	-9	-10
18	O=C(O)CCC(c1ccccc1)(c1ccccc1)c1ccccc1	99*	100*
19	CCOP(=O)(OCC)/C(=C\n1ccc(=O)[nH]c1=S)C(=O)OC	-54	-54
20	CCc1ccc(NC(=O)/C=C\C(=O)O)cc1	29	12
21	CC1=NOC(=O)/C1=C/c1ccc2c(c1)OCO2	49	79*

(continued)
item	smiles	yeast mlh1 rad18	yeast cln2 rad14	yeast rad50	yeast sgs1 mgt1	yeast mec2-1	bub3
61	c1ccc(Oc2nnc3c4ccccc4ccn23)cc1	0	-4	11	0	-10	4
62	CCOC(=O)c1ccc(Nc2nc3ccccc3nc2C(=O)OCC)cc1	-27	-4	-32	-5	-39	18
63	O=C(NO)Nc1ccccc1C(=O)O	-34	-21	-26	-33	-24	-28
64	O=C(Nc1ncnc2c1ncn2C1OC(COC(=O)c2ccccc2)C(SC(=O)c2ccccc2)C1OC(=O)c1ccccc1)c1ccccc1 (centres undefined)	24	-11	-6	23	15	-8
65	O=c1[nH]c(=S)c2cnn(-c3ccccc3)c2[nH]1	3	-33	5	-5	10	23
66	CCOC(=O)/C(C#N)=C/c1ccccc1Br	7	4	50	-1	20	1
67	CCCCCCCCSCCCCCCCCCCCSCCCCCCCC	-19	-17	47	25	-5	2
68	CC(C)CC(NC=O)C(=O)NC(Cc1ccccc1)NC(=O)CNC(=O)C(C)NC(=O)OC(C)(C)C (centres undefined)	-7	19	-9	3	-3	-4
69	CC(=O)[C@H]1CC[C@H]2[C@@H]3CC(=O)C4=CC(=O)CC[C@]4(C)[C@H]3C(=O)C[C@]12C	-5	-26	11	11	-12	0
70	CN(C)c1ccc(N=Nc2cccc([N+](=O)[O-])c2)cc1	34	-11	0	27	19	34
71	COc1cc(C(C)c2cc3c(cc2O)OCO3)cc(OC)c1OC (centres undefined)	-16	8	-31	-16	-26	27
72	CC12CC(O)C3C(CCC4CCCCC43C)C1CC/C2=N/O (centres undefined)	95*	51	87*	93*	91*	94*

The listing continues:
item	smiles	yeast mlh1 rad18	yeast cln2 rad14	yeast rad50	yeast sgs1 mgt1	yeast mec2-1	bub3
73	COc1ccc(/C=C2/CSCC3=C2NC(=S)NC3c2ccc(OC)c(OC)c2OC)c(OC)c1OC (centres undefined)	11	35	13	37	14	48
74	COCC1(O)C=CC(=O)O1 (centres undefined)	4	11	-14	3	2	-12
75	CN(C)c1cccc(F)c1C(=O)NC(=O)Nc1ccc(Cl)cc1	91*	72*	80*	86*	76*	83*
76	OC1(c2ccc(C3(O)C(c4ccccc4)=C(c4ccccc4)C(c4ccccc4)=C3c3ccccc3)cc2)C(c2ccccc2)=C(c2ccccc2)C(c2ccccc2)=C1c1ccccc1	10	-7	6	-2	-2	-2
77	COC(=O)C1(C)CCCC2(C)C1CCC13OC(=O)C(C(C)C)(CC21)C3O (centres undefined)	-29	-34	-4	-11	-28	-1
78	Cn1c(=O)c(Br)cn(C2OC(CO)C3OC32)c1=O (centres undefined)	-1&4	-15&-19	-9&-6	5&18	-4&-1	-4&25
79	CC12CCC(C(N)C1=O)C2(C)C (centres undefined)	34	-56	-12	-44	-3	-2
80	C/C(=N\NC(=O)c1ccncc1)c1ccccc1F	-54	-12	-44	-45	-10	-42
81	Nc1ccccc1SC(C[N+](=O)[O-])c1ccc2c(c1)OCO2 (centres undefined)	99*	97*	99*	99*	99*	99*
82	O=C1CC(NC2CCCCC2)C(=O)N1c1ccc2ccccc2c1 (centres undefined)	26	22	9	20	20	12
83	Fc1ccc(C(Nc2nncs2)Nc2nncs2)c(F)c1	10	-44	-1	13	-14	-36
84	c1ccc2c(c1)OCC(CNCCNCC1COc3ccccc3O1)O2 (centres undefined)	67	87*	72*	87*	58	58
